Source: PubChem (several laboratories)
MEKK2 WT-MEK5: raises or lowers MEK5 binding to wildtype human MEKK2 PB1 domain | Q9Y2U5 | bead flow cytometry, Alexa488-MEK5 binding to MEKK2 WT; actives lie on both sides | binding response (% of control), % at 10 µM | 1.1% of 290,000 active; in the data active = binding response below about 67% or above about 130%; inconclusive = no clear call, values can overlap the other calls; inactive = in between
MEKK3 PB1 HTS: MEKK3-MEK5 PB1 interaction, increase or decrease; 1.4% of 290,000 active; Q99759; AID 1529; bead-based flow cytometry, Alexa488-MEK5 binding to MEKK3; actives lie on both sides; 0 = blocked by unlabeled MEK5, 100 = vehicle; binding response (% of control), % at 10 µM;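 active = binding response more than 3 SD above or below the average of its plate-row segment, actives on both sides; inconclusive = wells at one plate position flagged as instrument error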;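 also: Alexa488 bead fluorescence after subtracting the streptavidin-only scavenger bead signal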
Target sequence (Q99759 whole entry, looked up): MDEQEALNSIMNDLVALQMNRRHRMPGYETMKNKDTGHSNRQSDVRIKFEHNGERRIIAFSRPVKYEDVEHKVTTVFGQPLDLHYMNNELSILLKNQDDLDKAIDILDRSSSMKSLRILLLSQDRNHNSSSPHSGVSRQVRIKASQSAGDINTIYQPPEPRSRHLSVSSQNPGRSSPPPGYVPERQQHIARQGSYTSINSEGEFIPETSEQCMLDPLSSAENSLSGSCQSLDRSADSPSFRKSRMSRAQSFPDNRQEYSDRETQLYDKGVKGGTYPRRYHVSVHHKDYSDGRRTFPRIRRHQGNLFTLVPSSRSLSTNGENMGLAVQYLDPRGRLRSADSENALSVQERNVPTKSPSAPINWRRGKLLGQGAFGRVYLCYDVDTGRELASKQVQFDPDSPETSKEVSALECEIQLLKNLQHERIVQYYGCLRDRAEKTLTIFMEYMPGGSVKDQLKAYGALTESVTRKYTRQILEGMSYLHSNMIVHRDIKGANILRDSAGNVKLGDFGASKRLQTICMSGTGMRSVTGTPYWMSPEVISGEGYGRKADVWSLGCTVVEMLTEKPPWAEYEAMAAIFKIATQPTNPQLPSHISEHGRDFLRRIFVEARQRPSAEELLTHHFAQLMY
CRFBP-R2 agonist: agonists of human CRF-binding protein/CRF-R2 receptor complex; HEK293 CRF-R2/CRF-BP, calcium dye fluorescence (FLIPR); percent of saturating CRF peptide response; 0.46% of 350,000 active; activation, % at 13.2 µM; AID 588473;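 active = activation of at least 50%, plus an integration ratio under a set limit after plate pattern correction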;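 also: plate controls were neutral control wells without compound for no effect and CRF at EC100 for full effect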
GalR3 antag: blocks the human galanin receptor 3 | O60755 | HEK293 GalR3-CNG cAMP membrane potential fluorescence; galR3 body fused to GalR1 C-terminus | inhibition, % at 3 µM | 0.44% of 360,000 active | AID 651719;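 active = inhibition above the screen-wide average plus 3 SD, cut at about 13% in these data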;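 also: forskolin and galanin both at EC90 stimulate the cells; cAMP rise reported by CNG channel membrane potential dye signal; 0% = forskolin plus galanin with DMSO and 100% = forskolin alone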
Target sequence (O60755 1-299 limits assumed): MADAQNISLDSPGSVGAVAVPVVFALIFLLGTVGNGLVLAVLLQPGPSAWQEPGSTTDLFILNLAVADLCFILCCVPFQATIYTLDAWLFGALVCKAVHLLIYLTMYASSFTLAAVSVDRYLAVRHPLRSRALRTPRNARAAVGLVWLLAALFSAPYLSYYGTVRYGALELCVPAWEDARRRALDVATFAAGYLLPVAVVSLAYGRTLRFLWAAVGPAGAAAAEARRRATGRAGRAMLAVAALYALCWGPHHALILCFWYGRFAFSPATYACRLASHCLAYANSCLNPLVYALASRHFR
DNA FID counter: counter-screen for HCV NS3 helicase inhibitors: DNA intercalator displacement | DNA fluorescent intercalator displacement, fluorescence | inhibition, % at 7.9 µM | 0.17% of 290,000 active; in the data active = inhibition above about 37%;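 also: 0% = vehicle and 100% = reference compound; higher means more ethidium bromide displaced from hairpin DNA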
MEKK2 mut-MEK5: signal of MEK5 binding to mutant human MEKK2 PB1 domain; percent response, % at 10 µM; bead flow cytometry, Alexa488-MEK5 binding to MEKK2 mutant; AID 1530; 0.35% of 290,000 active; in the data active = percent response above about 24%, passing the limit was not always enough; also: inactives centre near 1; some results filed as inactive read as strong as hits
CRFR2-BP antag: blocks CRF-induced signaling of the CRF-BP/CRF-R2 complex | HEK293 CRF-R2/CRF-BP, CRF-induced calcium fluorescence | inhibition, % at 11.8 µM | 0.59% of 350,000 active;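 active = inhibition of the ligand-induced calcium signal above about 50% at the single tested concentration, limit read from the data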
NS3 helicase inh: blocks Hepatitis C virus NS3 helicase unwinding | NS3 helicase DNA unwinding, Cy5 molecular beacon fluorescence | inhibition, % at 10.9 µM | 0.56% of 290,000 active;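 active = inhibition above the mean of all tested compounds plus 3 SD, set per campaign, cut at about 35% in these data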;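 also: 0% = DMSO wells and 100% = thioflavine S control wells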
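System: Hepatitis C virus NS3 helicase domain fragment enzyme | Reagent: Annealed dual-labelled DNA beacon duplex, ATP-started | Compound dosing: 10.9 µM single point, 0.8% DMSO | Incubation: 1 h reaction at 25 °C, ATP-initiated | Technique: Cy5 fluorescence | Evaluation: Percent inhibition from t60/t0 fluorescence ratio | Benchmarks: Low DMSO, high thioflavine S at 110 µM | Replication: Singlicate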
UBC9 SUMO inh: inhibitors of human SUMOylation (UBC9). HTRF SUMOylation assay, SAE1/SAE2 + UBC9, in vitro. 0.36% of 290,000 active. P63279. inhibition, % at 35 µM; in the data active = inhibition above about 50%, passing the limit was not always enough; inconclusive = no clear call, values can overlap the other calls; also: strong numbers were not always called active
* = called active by the depositor; u = inconclusive; x = not tested or not shown.

Second line of a record – MEKK2 WT-MEK5, MEKK3 PB1 HTS, CRFBP-R2 agonist, GalR3 antag, DNA FID counter, MEKK2 mut-MEK5, CRFR2-BP antag, NS3 helicase inh, UBC9 SUMO inh
1	CN(C)CCC1c2ccc(Cl)cc2CCc2cccnc21 (centres undefined) (tested in a mixture with another compound)
  107, 99, -0.1, -14, 11, 4, -10, -1, 17
2	O=C(CSc1nnc(-c2ccccc2Br)o1)Nc1nncs1
  95, 104, -5.0, 2, -6, -2, 12, -3, -7
3	CCOC(=O)c1cnc(-c2ccccc2)nc1Oc1ccc(OC)cc1
  95, 96, 0.2, -5, -2, -7, -1, -10, 14
4	CSC1=N/C(=C/c2ccc(-n3cncn3)cc2)C(=O)N1
  85, 84, -0.9, -4, 2, -10, -5, -7, 17
5	CC(=O)Nc1ccc(NC(=O)C(Sc2ccccc2)c2ccccc2)cc1 (centres undefined)
  105, 109, 1.4, -6, -12, 11, 5, -7, 10
6	CCOC(=O)C1CCN(CC(=O)Nc2ccc(OC)c(Cl)c2)CC1
  107, 95, -1.3, -3, 1, 1, 3, -12, 9
7	COc1ccc(C2=NN(c3ccc(C(=O)O)cc3)C(c3ccc(OC)c(OC)c3)C2)cc1 (centres undefined)
  103, 101, -0.9, -3, -32, 4, -11, -13, u
8	O=C(Nc1ccc(Cl)cc1)c1ccc2nsnc2c1
  99, 97, -2.0, 4, 3, 0, -4, 6, 18
9	O=C1OCC(c2ccc(Cl)s2)=C1c1ccccc1[N+](=O)[O-]
  107, 110, -3.0, -9, -12, 6, -21, -11, 9
10	COc1ccc(NC(=O)C2CCCN(S(=O)(=O)c3ccc4c(c3)oc(=O)n4C)C2)c(OC)c1 (centres undefined)
  115, 112, -3.3, -1, -23, 15, 6, -8, 19
11	O=C1NCCCC1C(=O)N/N=C/c1ccccc1O (centres undefined)
  115, 106, 0.8, -2, -5, 4, -6, 4, 13
12	O=C(NC(Cc1ccccc1)c1ccc2c(c1)OCCCO2)c1ccc(F)cc1 (centres undefined)
  108, 106, 3.3, -3, -9, 2, 10, 1, 0
13	O=C(NCc1ccccn1)C(=O)Nc1nc(-c2ccccc2)cs1
  104, 106, 0.2, -3, -22, 14, 0, -2, -16
14	Cc1nn(CC(=O)N2CCCc3ccccc32)c(C)c1[N+](=O)[O-]
  88, 90, -4.7, -5, -6, -18, 22, 5, -22
15	CN(Cc1ccccc1)C(=O)c1c[nH]c2ccc(S(=O)(=O)N3CCOCC3)cc2c1=O
  92, 91, -1.1, 11, -12, -2, 17, 3, 10
16	CCOCCn1c(CCCO)nc2ccccc21
  x, x, -0.5, -3, 1, x, -9, 1, 20
17	C/C(=N\NC(=O)c1ccccc1C)c1ccc(NC(=O)c2cccs2)cc1
  x, x, 0.2, -2, -3, x, -3, -4, -12
18	CCC(=O)N(CCC(c1ccco1)C(C)C)Cc1ccccc1 (centres undefined)
  91, 92, -2.2, -1, -17, -6, 13, 24, -2
19	COc1ccc(-c2cc(C(=O)Nc3cccnc3)c3ccccc3n2)cc1OC
  104, 101, 1.0, 0, -43, 5, -4, 9, 12
20	CC(CCc1ccccc1)NC(=O)C1CCN(S(=O)(=O)c2cnc[nH]2)CC1 (centres undefined)
  110, 109, 0.1, 4, -2, 5, -7, 0, 0
21	CC1CCN(c2nnc(N)s2)CC1
  106, 112, -1.0, -4, -3, -1, 1, 9, -30
22	COc1ccccc1NS(=O)(=O)c1c(C)nc2sccn2c1=O
  103, 101, 5.7, -5, -7, 1, -13, 4, 15
23	CC1(C(=O)NCc2cccnc2)CCC(=O)N1CCc1ccccc1 (centres undefined)
  110, 109, 2.5, 2, -1, 19, -11, 11, 11
24	Cc1ccc(CN(Cc2ccco2)C(=S)NCC(=O)O)cc1
  122, 99, -0.4, 4, -6, 14, 4, 12, -11
25	CCCCC(CC(O)COCCC)c1n[nH]c(=S)n1-c1ccccc1 (centres undefined)
  106, 128*, -0.7, -3, -39, -1, 7, 11, 14
26	O=C(Oc1cccc(-n2cnnn2)c1)c1sc2ccccc2c1Cl
  94, 98, -1.2, 7, -1, -12, 18, 14, 2
27	Cc1cccc(N(CC(=O)N2CCc3ccccc3C2)S(C)(=O)=O)c1C
  106, 106, -0.5, -6, -30, 3, 6, -11, 2
28	CC(C)N(CCNC(=O)c1cn(C)c2ccc(S(=O)(=O)N(C)C)cc2c1=O)Cc1ccccc1
  89, 89, 1.6, 2, 2, -3, 8, -5, 0
29	CCC1(C)CC(=O)N(c2ccc(F)c(Cl)c2)C(=O)C1
  106, 104, 0.0, -8, -1, 1, 0, 2, 3
30	CCOC(=O)Cc1cnc(NC(=O)CSc2nc(N)cc(N)n2)s1
  103, 96, -3.7, 1, 8, -1, -9, -4, 10

Random excerpt: 5 entries already listed.
Second line of a record – MEKK2 WT-MEK5, MEKK3 PB1 HTS, CRFBP-R2 agonist, GalR3 antag, DNA FID counter, MEKK2 mut-MEK5, CRFR2-BP antag, NS3 helicase inh, UBC9 SUMO inh
15	CN(Cc1ccccc1)C(=O)c1c[nH]c2ccc(S(=O)(=O)N3CCOCC3)cc2c1=O
  92, 91, -1.1, 11, -12, -2, 17, 3, 10
13	O=C(NCc1ccccn1)C(=O)Nc1nc(-c2ccccc2)cs1
  104, 106, 0.2, -3, -22, 14, 0, -2, -16
18	CCC(=O)N(CCC(c1ccco1)C(C)C)Cc1ccccc1 (centres undefined)
  91, 92, -2.2, -1, -17, -6, 13, 24, -2
21	CC1CCN(c2nnc(N)s2)CC1
  106, 112, -1.0, -4, -3, -1, 1, 9, -30
1	CN(C)CCC1c2ccc(Cl)cc2CCc2cccnc21 (centres undefined) (tested in a mixture with another compound)
  107, 99, -0.1, -14, 11, 4, -10, -1, 17

Additional records
Second line of a record – MEKK2 WT-MEK5, MEKK3 PB1 HTS, CRFBP-R2 agonist, GalR3 antag, DNA FID counter, MEKK2 mut-MEK5, CRFR2-BP antag, NS3 helicase inh, UBC9 SUMO inh
31	Cn1ncc2c(NNC(=O)c3ccccc3Cl)ncnc21
  100, 129*, -3.1, -1, -3, -1, 10, 0, -13
32	COC(=O)c1ccc(NC(=O)C2CCCN(S(C)(=O)=O)C2)cc1 (centres undefined)
  95, 102, 2.3, -4, -4, -4, 3, -14, -3
33	Cc1ccc(N2C(=O)c3cccc4c(Oc5ccccc5[N+](=O)[O-])ccc(c34)C2=O)c(C)c1
  108, 104, 1.0, 1, 2, -2, 3, -5, -1
34	Cc1nc2sc(C(c3ccco3)N3CCC(Cc4ccccc4)CC3)c(O)n2n1 (centres undefined)
  109, 107, 15, x, -32, 10, -31, 5, -25
35	Cc1c(Cl)cccc1Nc1nc(NCCO)c2ccccc2n1
  129, 104, -0.9, 1, 18, 5, -2, -40, 11
36	Cc1ccc(C(=O)/C=C/N(C)C)o1
  101, 99, -0.5, 0, -2, 3, -23, 3, -1
37	CCC(C)NC(=O)c1ccc2c(c1)N(Cc1ccccc1)C(=O)CS2 (centres undefined)
  100, 109, -3.9, 3, -16, 1, 14, -4, 5
38	C=C(C)CSc1nc2c(cc1C#N)CCC2
  103, 97, -0.7, -3, -13, 3, 64*, 19, 20
39	CC(=O)C1C(c2ccccc2)c2c(n[nH]c2C)CC1(C)O (centres undefined)
  98, 105, 1.2, 2, -4, 2, 8, 8, 12
40	CCOc1ccccc1N1CCN(C(=S)Nc2ccc(S(N)(=O)=O)cc2)CC1
  102, 100, -1.5, -6, -8, -1, 13, -3, 0
41	O=C(NNC(=O)c1cc(O)c(O)c(O)c1)NC1CCCCC1
  95, 95, 1.6, -2, 2, 1, 8, 17, -1
42	Nc1nonc1C(=O)N/N=C/c1cc2c(cc1Br)OCO2
  97, 98, 1.9, -3, -8, 1, 1, 0, 25
43	COc1ccc(N=C(C)C2=C(O)CSC2=O)cc1
  97, 100, -1.0, -11, 0, 1, 2, 0, -9
44	CCCCCC/C=N/Nc1nnc(Cc2ccccc2)c(=O)[nH]1
  105, 106, -2.2, -3, -18, 5, 8, 0, 9
45	COc1ccc(C(C(=O)NC2CCCCC2)N(C(=O)c2sc(C)nc2C)c2ccc(C(C)=O)cc2)cc1 (centres undefined)
  100, 104, -0.3, -1, -20, 4, 7, 3, 20

46	COc1cccc(-c2nc(=S)c3c(n2Cc2ccco2)CCCC3)c1
47	Cc1cccc(C)c1NC(=O)CN(C)S(=O)(=O)c1ccc(-c2ccc(=O)[nH]n2)s1
48	Cc1ccc(S(=O)(=O)N2CCC(C(=O)NCc3ccncc3)CC2)cc1
49	CCn1c(=NC(=O)CSC(C)=O)sc2ccccc21
50	COc1ccc(/C=C/C(=O)Nc2nnc(C(C)C)s2)cc1OC
51	CCOC(=O)C1CCN(Cc2c(O)c3ccccc3oc2=O)CC1
52	CC(C(=O)OCc1nnc(-c2ccccc2)o1)N1C(=O)c2ccccc2C1=O (centres undefined)
53	Cc1nn(CCC(=O)NCc2ccc(OC(C)C)cc2)c(=O)c2nn(-c3ccccc3)c(C)c12
54	CC(=NCc1cccnc1)C1=C(O)c2ccccc2C1=O
55	CC(=O)NC(=S)Nc1ccccc1N1CCCCC1
56	O=S(=O)(Nc1ccccc1N1CCOCC1)c1ccc(Cl)s1

screen / no.,46,47,48,49,50,51,52,53,54,55,56
MEKK2 WT-MEK5,95,97,104,89,100,103,100,101,104,97,95
MEKK3 PB1 HTS,94,100,105,87,102,101,96,100,98,98,95
CRFBP-R2 agonist,4.0,4.5,0.6,-0.3,-1.9,0.6,0.2,-1.3,-0.8,-0.6,0.7
GalR3 antag,10,5,-2,-1,-3,-5,-2,3,3,-5,-3
DNA FID counter,-15,-21,-6,-9,-14,-29,-24,-48,-7,-6,-3
MEKK2 mut-MEK5,-7,-5,6,-5,-2,0,3,1,6,-2,-5
CRFR2-BP antag,-78,-16,1,-9,0,6,-5,-5,3,0,-1
NS3 helicase inh,18,22,2,3,-11,7,-1,-3,11,3,-4
UBC9 SUMO inh,25,7,8,2,18,4,-16,-4,15,2,19

Compound profiles (already shown).
CC(=O)NC(=S)Nc1ccccc1N1CCCCC1 in the list: MEKK2 WT-MEK5: 97; MEKK3 PB1 HTS: 98; CRFBP-R2 agonist: -0.6; GalR3 antag: -5; DNA FID counter: -6; MEKK2 mut-MEK5: -2; CRFR2-BP antag: 0; NS3 helicase inh: 3; UBC9 SUMO inh: 2
COc1cccc(-c2nc(=S)c3c(n2Cc2ccco2)CCCC3)c1 in the list: MEKK2 WT-MEK5: 95; MEKK3 PB1 HTS: 94; CRFBP-R2 agonist: 4.0; GalR3 antag: 10; DNA FID counter: -15; MEKK2 mut-MEK5: -7; CRFR2-BP antag: -78; NS3 helicase inh: 18; UBC9 SUMO inh: 25

The list is partial; the hit share may differ from the screen's.
